STAT1 activator: increases IFN-gamma driven STAT1 reporter signal. NIH 3T3 STAT1-luciferase reporter, luminescence; 100% = IFN-gamma alone, no compound. activation (% of control), % at 5.5 µM. hit rate 2.6% among 200,000. AID 932;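 active means activation above the screen-wide mean activation plus 3 SD, cut at about 130% in these data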;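 further: raw ratio to IFN-gamma control signal so 100% means no change and 0% no light; values of inactives mirror those of a sister screen read the other way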
STAT3 activator: STAT3 signaling activation; U3A cells, IL-6 STAT3-luciferase reporter, luminescence; 100% = signal with IL-6 EC80 alone; activation (% of control), % at 5.6 µM; hit rate 0.91% among 190,000;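 active means activation above the screen-wide mean of compound activation plus 3 SD, cut at about 130% in these data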;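 further: 0% = background luminescence of wells with medium and substrate only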
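Material: STAT3-luciferase reporter U3A cells. Controls: IL-6-treated wells, 100% activation. Read-out: % activation versus median of IL-6-stimulated wells. Probe or stimulus: IL-6 stimulus at 33 ng/mL final. Timing: compound 1 h, then IL-6 6 h at 37 °C. Signal: reporter luminescence signal.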
STAT3 blocker: inhibitors of IL-6 induced STAT3 signaling | U3A cells, IL-6 STAT3-luciferase reporter, luminescence; host cell line lacks STAT1 | inhibition, % at 5.5 µM | hit rate 0.89% among 190,000;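 active means inhibition above the mean inhibition across all screened compounds plus 3 SD, cut at about 44% in these data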;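 further: 0% = DMSO only wells and 100% = 100 µM nifuroxazide control wells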
FLuc act counter: affects firefly luciferase, flagging false hits in luciferase stimulation screens; 200,000 tested, under 10 active; ATPlite luciferase biochemical, luminescence, 10 min; 0 = ATP-free wells, 1 = DMSO control; AID 1027; P08659; activation factor at 10 µM;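 active means luciferase activation factor, scaled between plate controls, of at least 2 with compound at 10 µM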
Target sequence (P08659 whole entry, looked up): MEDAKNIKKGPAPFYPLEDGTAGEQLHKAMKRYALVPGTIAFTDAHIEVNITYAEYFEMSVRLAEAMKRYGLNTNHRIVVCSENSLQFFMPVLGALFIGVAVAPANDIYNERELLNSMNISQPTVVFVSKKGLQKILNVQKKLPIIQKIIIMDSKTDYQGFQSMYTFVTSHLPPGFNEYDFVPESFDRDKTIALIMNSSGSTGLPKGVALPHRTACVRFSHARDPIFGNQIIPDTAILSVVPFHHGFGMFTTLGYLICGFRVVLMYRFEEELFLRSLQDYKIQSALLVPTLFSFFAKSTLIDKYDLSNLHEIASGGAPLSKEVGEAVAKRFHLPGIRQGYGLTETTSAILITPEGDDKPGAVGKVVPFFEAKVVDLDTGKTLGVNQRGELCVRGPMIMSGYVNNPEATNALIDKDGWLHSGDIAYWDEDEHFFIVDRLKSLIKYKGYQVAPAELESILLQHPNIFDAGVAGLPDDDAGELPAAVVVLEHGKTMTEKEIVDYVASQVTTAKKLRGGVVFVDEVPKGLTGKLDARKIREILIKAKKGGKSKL
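Material: Luciferase/luciferin reagent mix; Doses: test compounds dosed from 2 mM stocks in 100% DMSO; Schedule: 10 min incubation after luciferase reagent addition, room temperature; Measured by: luminescence from luciferase reaction; Read-out: luminescence gain marking luciferase activators.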
NF-kB neuron act: raises NF-kB expression in human neuronal cells; NF-kB reporter expression; stronger effect = higher value; fold change at 12.5 µM; hit rate 1.6% among 190,000; in the data active means fold change above about 3.3
ROMK mod: modulators of human ROMK potassium channel. P48048. Tet-inducible ROMK, thallium flux fluorescence; actives lie on both sides. B-score at 10 µM. hit rate 2% among 130,000;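 active means signal ratio slope over the read window, or its plate-corrected B-score, at least 3 SD from the plate mean, either direction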;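 further: B-score of the F/F0 ratio slope over 7 to 12 s after thallium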
Target sequence (P48048 whole entry, looked up): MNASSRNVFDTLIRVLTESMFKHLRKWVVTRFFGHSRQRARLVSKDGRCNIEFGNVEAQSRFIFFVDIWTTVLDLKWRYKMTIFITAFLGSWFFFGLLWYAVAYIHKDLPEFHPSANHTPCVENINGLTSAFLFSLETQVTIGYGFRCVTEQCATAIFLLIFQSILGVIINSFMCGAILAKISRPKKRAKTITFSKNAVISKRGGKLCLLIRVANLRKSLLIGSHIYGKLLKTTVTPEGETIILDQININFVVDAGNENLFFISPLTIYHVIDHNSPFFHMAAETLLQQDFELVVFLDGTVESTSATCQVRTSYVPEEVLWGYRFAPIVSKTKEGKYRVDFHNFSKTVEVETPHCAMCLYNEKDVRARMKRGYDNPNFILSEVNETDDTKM
APP 5'UTR act: activates APP 5'UTR luciferase reporter; SH-SY5Y APP 5'UTR luciferase reporter, luminescence; zero percent = DMSO vehicle wells; activation, % at 2 µM; hit rate 1% among 190,000; AID 1276;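 active means activation above a set limit, based on mean plus 3 SD of controls, cut at about 140% in these data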; further: values of inactives mirror those of a sister screen read the other way
STAT1 blocker: reduces IFN-gamma driven STAT1 reporter signal; NIH 3T3 STAT1-luciferase reporter, luminescence; hit rate 0.35% among 200,000; inhibition, % at 5.5 µM;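 active means inhibition above a set limit, the mean inhibition across all tested compounds plus 3 SD, cut at about 34% in these data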;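 further: 0% = IFN-gamma with DMSO and 100% = IFN-gamma with 300 µM nifuroxazide; values of inactives mirror those of a sister screen read the other way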
APP transl inh: APP translation inhibition. AID 1285. hit rate 0.82% among 190,000. SH-SY5Y APP 5'UTR-luciferase reporter, luminescence. inhibition, % at 2 µM;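 active means inhibition above a set limit, derived from the sample mean plus 3 SD, cut at about 45% in these data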; further: values of inactives mirror those of a sister screen read the other way
FLuc inhib CS: Photinus pyralis luciferase inhibition counter-screen | P08659 | ATPLite firefly luciferase biochemical luminescence, 10 min | inhibition, % at 10 µM | hit rate 1.5% among 200,000;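 active means inhibition above about 50% when tested at 10 µM, limit read from the data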
Active calls of the source: *; / = no result given. No enrichment for hits. Share with any hit: about 7.1%.

mol	ROMK mod	STAT1 blocker	APP 5'UTR act	FLuc act counter	NF-kB neuron act	STAT1 activator	STAT3 blocker	APP transl inh	STAT3 activator	FLuc inhib CS
O=c1oc2ccccc2c(Nc2ccccc2)c1[N+](=O)[O-]	/	6.7	4.3	1.1	1.53	99.7	-2.2	-4.3	103.0	-6.7
COc1ccc(S(=O)(=O)N2CCOCC2)cc1NC(=O)COC(=O)C1COc2ccccc2O1 (configuration not stated)	0.056	0.1	-9.9	1	1.07	99.9	19.1	9.9	85.4	-1.1
COc1ccccc1CNc1cc(CSc2ccc(Cl)cc2)nc(C)n1	-1.21	1.9	-0.8	1	0.9	98.2	8.5	0.8	98.5	0.9
Cn1c(SCC(=O)NC2CCCC2)nnc1-c1ccncc1	0.495	2.6	-1.2	1	0.99	96.3	4.9	1.2	100.4	-4.4
COc1ccc(CNC(=O)C2CCN(S(C)(=O)=O)CC2)cc1	/	-5.2	-8.1	1	1	103.7	3.6	8.1	99.9	-0.1
COC(=O)CS(=O)(=O)c1ccsc1C(=O)Nc1ccc(F)cc1	0.452	0.4	-9.6	1	1.52	99.5	9.0	9.6	96.3	-3.4
CCCOc1ccc(C2C(C(=O)c3ccc(C)o3)=C(O)C(=O)N2CCCn2ccnc2)cc1 (configuration not stated)	/	-3.0	4.0	/	/	102.7	-11.0	-4.0	112.6	/
COc1ccc(CC(=O)OCC(=O)Nc2cccc(Cl)c2)cc1	-0.942	-1.6	4.0	1.1	1.11	99.8	12.9	-4.0	97.6	-5.4
CCOC(=O)NCc1cc(-c2nn(C)c(=O)c3ccccc23)ccc1C	-1.57	7.8	/	1.1	0.88	94.9	6.2	-17.0	97.3	-7.2
CCOC(=O)c1c(NC(=O)c2ccco2)sc(C(=O)N2CCCC2)c1C	0.427	4.4	-2.7	1	0.61	91.1	2.6	2.7	97.9	-2.2
CCOC(=O)N1CCC(NC(=O)c2cc(S(=O)(=O)NCCc3ccccc3)ccc2F)CC1	-1.02	2.6	-10.7	1.1	0.76	97.7	14.5	10.7	90.4	-5.7
CN(Cc1ccccc1)S(=O)(=O)c1ccc(Cl)c(C(=O)O)c1	1.69	3.0	14.0	1	0.97	95.9	-1.7	-14.0	105.3	-0.8
CCCOC(=O)CCc1n[nH]c(=O)[nH]c1=O	0.204	-1.1	2.9	1.1	0.9	101.0	-1.5	-2.9	109.1	-5.8
CCC(Sc1nnc(C)s1)C(=O)Nc1nccs1 (configuration not stated)	/	-0.4	0.2	1	0.88	101.7	3.3	-0.2	100.9	-2.1
COc1ccc(CNc2nc3c(c(=O)[nH]c(=O)n3C)n2Cc2ccccc2C)cc1	/	0.5	-8.0	1	0.73	99.5	-1.7	8.0	109.0	-3.8
COC(=O)c1ccccc1NC(=O)c1ccc(Cn2cc(Cl)cn2)o1	/	2.9	2.0	1.1	1.11	97.3	12.8	-2.0	92.1	-6.0
COC(=O)Oc1nsnc1N1CCOCC1	/	-6.5	7.6	1	1.1	105.9	-0.9	-7.6	103.9	-2.8
C=CCCCCCCCCC(=O)NN	/	-3.2	0.8	1	1.38	102.6	3.5	-0.8	105.5	-4.3
Cc1ccc(Nc2nnc(SCC(=O)c3cc4ccccc4o3)s2)cc1C	0.0736	7.5	-2.1	1	1.03	93.5	-37.4	2.1	131.2	2.6
CCC(CC)C(=O)Nc1cccc(C(=O)N2CCCC2)c1	/	5.9	-6.9	1	1.37	94.6	8.9	6.9	97.3	0.2
COc1ccc(S(=O)(=O)Cc2ccc(C(=O)N3CCN(c4cccc(C)c4)C(C)C3)o2)cc1 (configuration not stated)	/	0.5	/	1.1	0.64	99.6	19.6	/	90.6	-8.0
O=C(COC(=O)CC12CC3CC(CC(Br)(C3)C1)C2)NC(=O)NCc1ccco1	/	9.0	5.3	1	1.14	91.8	4.3	-5.3	99.9	-1.6
CCC(=O)NC(=S)Nc1cccc(NC(=O)c2ccccc2)c1	/	2.3	-17.2	0.9	1.09	96.0	16.5	17.2	91.5	5.0
O=C(CCCOc1ccccc1)Nc1ccccc1C(F)(F)F	-0.116	7.7	-9.6	1.1	1.02	92.4	17.4	9.6	86.5	-6.6
Cc1ccc(Cl)cc1N1CCN(C(=O)C2CCN(S(C)(=O)=O)CC2)CC1	-0.633	5.9	9.9	1	1.22	94.6	4.4	-9.9	96.3	-4.8
CC(SC(=S)N1CCCC1)C(=O)O (configuration not stated)	-0.452	-3.0	-9.2	1.1	1.08	101.3	-2.0	9.2	103.3	-6.7
O=C(CC1Nc2ccccc2NC1=O)NC1CCCCC1 (configuration not stated)	0.201	-4.1	-12.0	0.9	0.99	103.7	3.8	12.0	101.4	8.0
Cc1ccc(C)c(NC(=O)C(=O)NCCc2c[nH]c3ccccc23)c1	/	-2.3	33.1	1	1.17	101.0	21.4	-33.1	85.0	2.4
CCN(CC)C(=O)CSc1nc2ccccc2c(=O)n1-c1cccc(OC)c1	/	14.1	5.5	1	0.79	86.9	17.6	-5.5	88.0	-4.9
C/C(CC(=O)NC1CCCC1)=N\NC(=O)Cc1cccs1	/	4.5	25.2	1.1	1.48	95.9	1.4	-25.2	108.8	-8.5
CC1CCCN(C/C(O)=C(\C#N)c2nc3ccccc3[nH]2)C1 (configuration not stated)	/	4.5	10.3	1	0.97	95.9	2.2	-10.3	99.0	0.7
CCOC(=O)c1sc(=NC(=O)c2ccc(S(=O)(=O)N3CC(C)OC(C)C3)cc2)n(C)c1C (configuration not stated)	/	8.6	-8.8	1.1	0.65	92.1	11.2	8.8	92.5	-6.3
c1ccc(OCc2nn3c(Cn4nnc5ccccc54)nnc3s2)cc1	-1.04	-7.4	-4.4	1	0.9	105.2	-3.2	4.4	106.4	1.6
COc1ccc(CCNC(=O)CSc2c[nH]c3ccccc23)cc1OC	0.205	-3.1	-15.7	1	1.02	102.8	-24.8	15.7	126.2	-2.1
COc1ccc(OC)c(C2=NOC(C(=O)N3CCN(c4ccccc4)CC3)C2)c1 (configuration not stated)	/	-4.0	-8.9	1	0.81	103.6	11.9	8.9	97.3	-1.1
COc1ccccc1NC(=S)NNC(=O)c1nn(C)c(C)c1Br	1.99	-17.8	40.9	0.7	2.76	115.7	5.6	-40.9	98.5	27.5
O=c1c2ccccc2ncn1CCCOc1ccccc1[N+](=O)[O-]	/	-31.8	90.6	0.9	2.07	128.9*	-0.8	-90.6	101.0	7.3
COCCN=c1scc(-c2ccccc2)n1/N=C/c1c[nH]c2ccccc12	/	-5.7	-1.1	1	1.14	105.1	0.5	1.1	101.5	3.0
CCN(CC)CC(=O)c1c(N)n(Cc2ccccc2)c(=O)n(C)c1=O	0.685	5.3	26.0	1	1.08	96.6	3.1	-26.0	101.6	-2.0
CCn1c2ccccc2c2cc(NC(=O)c3ccco3)ccc21	-0.32	3.5	34.6	1	0.91	98.1	8.0	-34.6	96.9	-4.9
COc1cccc(NC(=O)C(NC2CCCC2)c2ccccc2)c1 (configuration not stated)	/	2.7	1.1	1.1	1.05	97.5	-0.5	-1.1	103.9	-6.6
O=C(Oc1ccc(=O)n(-c2ccccc2)n1)c1cccc(Cl)c1	/	1.1	-0.3	1	1.27	99.0	-6.8	0.3	106.5	-3.3
Cc1cc(C)n(Cc2ccccc2F)c(=O)c1C#N	-0.24	0.2	-23.5	1	1.14	99.8	4.1	23.5	96.4	0.0
CC(C)CN(CC(C)C)C(=O)C12CCC(C)(C(=O)C1)C2(C)C (configuration not stated)	-0.037	3.9	-10.1	1	1.04	96.4	3.4	10.1	100.7	-3.2
Cc1ccc2c(Cl)cc(Cl)c(OCC(=O)N(C(C)C)C(C)C)c2n1	/	0.1	4.6	1	0.95	98.4	-5.9	-4.6	107.0	-2.9
N#C/C(=C\c1cccc2ccccc12)c1nn(-c2ccccc2)c(N)c1C#N	/	-10.3	-10.3	/	/	109.3	23.2	10.3	88.6	/
COC(=O)C1=C(N)Oc2cc(C)n(CC3CCCO3)c(=O)c2C1c1ccc(Cl)cc1 (configuration not stated)	/	-2.3	1.2	1	0.62	102.1	-0.2	-1.2	108.0	0.9
Cc1onc(-c2c(F)cccc2Cl)c1C(=O)N1CCOC12CCCCC2	-0.0621	-0.8	41.0	1.1	1.05	100.4	-1.2	-41.0	104.3	-5.0
Cc1ccccc1Nc1cccc2nonc12	-0.943	2.7	-5.4	1	1.05	99.7	5.5	5.4	93.7	-3.5
Cc1cc(/C=N\NC(=O)CC(=O)NC2CCCCC2)c(C)n1-c1ccc(Cl)c(Cl)c1	/	-5.5	8.8	1.1	0.96	104.9	4.2	-8.8	105.2	-7.6
COc1ccc(-c2csc(NC(=O)CN3C(=O)CCC3=O)n2)cc1OC	/	-2.6	6.1	1.1	1.15	102.3	13.7	-6.1	90.5	-7.9
O=C(CN1CCN(c2ccc(F)cc2)CC1)Nc1ccccc1[N+](=O)[O-]	-0.288	2.5	-4.2	1.1	1.07	97.3	7.9	4.2	97.9	-6.8
CN(C)c1nc(C(N)=O)nc(N2CCOCC2)n1	1.75	-0.4	7.0	1.1	0.92	100.4	-5.8	-7.0	102.2	-5.6
COc1ccc(NC(C)=O)c2nc(C)c(C)nc12	/	13.5	-9.0	1	0.92	87.8	-2.8	9.0	104.6	4.1
Cc1ccc(N/C(N)=N/c2nc(CSc3ccc(C)cc3)cc(=O)[nH]2)cc1	0.178	7.5	/	1.1	0.99	94.7	18.6	/	84.5	-7.0
CCOc1ccc2[nH]c(SCC(=O)OC)c([N+](=O)[O-])c2c1	/	11.7	-19.8	1	1.55	87.3	14.0	19.8	90.8	1.7

An excerpt from above in order of length of the SMILES, low to high:
mol	ROMK mod	STAT1 blocker	APP 5'UTR act	FLuc act counter	NF-kB neuron act	STAT1 activator	STAT3 blocker	APP transl inh	STAT3 activator	FLuc inhib CS
Cc1ccccc1Nc1cccc2nonc12	-0.943	2.7	-5.4	1	1.05	99.7	5.5	5.4	93.7	-3.5
COc1ccc(CCNC(=O)CSc2c[nH]c3ccccc23)cc1OC	0.205	-3.1	-15.7	1	1.02	102.8	-24.8	15.7	126.2	-2.1
CC1CCCN(C/C(O)=C(\C#N)c2nc3ccccc3[nH]2)C1 (configuration not stated)	/	4.5	10.3	1	0.97	95.9	2.2	-10.3	99.0	0.7
CC(C)CN(CC(C)C)C(=O)C12CCC(C)(C(=O)C1)C2(C)C (configuration not stated)	-0.037	3.9	-10.1	1	1.04	96.4	3.4	10.1	100.7	-3.2
COC(=O)C1=C(N)Oc2cc(C)n(CC3CCCO3)c(=O)c2C1c1ccc(Cl)cc1 (configuration not stated)	/	-2.3	1.2	1	0.62	102.1	-0.2	-1.2	108.0	0.9

Compound activity deposited in PubChem by several laboratories.
